# aGlu spleen mod: qHTS Assay for Inhibitors and Activators of Human alpha-Glucosidase From Spleen Homogenate. Lysosomal alpha-glucosidase (Homo sapiens), P10253. human spleen homogenate, 4-MU-alpha-glucoside fluorescence. Potency, µM (series often up to 79.9 µM), inactives show top-dose activity change, negative = inhibition, hits mostly inhibitors. 240,000 compounds, 0.006% hits;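 also: 0% = enzyme with vehicle and -100% = no enzyme basal signal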
#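 Enzyme source: human spleen homogenate, 1 ug/well. Buffer 50 mM citric acid/K phosphate pH 5.0, 0.01% Tween-20. 4-MU-alpha-glucoside 1 mM; 37 C x 40 min; NaOH/glycine stop; fluorescence.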
# GAA glycogen: qHTS Assay for Inhibitors and Activators of Human alpha-Glucosidase Cleavage of Glycogen; recombinant GAA, glycogen substrate, Amplex Red glucose oxidase fluorescence; Lysosomal alpha-glucosidase (Homo sapiens), P10253; Potency, µM (series often up to 76.4 µM), inactives show at the highest dose activity change, negative = inhibition, usual class: inhibitors; 300,000 compounds, 0.38% hits;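 also: 0% = full enzyme reaction and -100% = no-enzyme basal signal; the screen sought inhibitors and activators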
#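 Natural-substrate format: glycogen cleavage by 4 nM human enzyme, glucose read by Amplex Red coupling (Ex 573, Em 610 nm). Normalized to enzyme and no-enzyme controls.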
# L3MBTL1 inh: qHTS Assay for the Inhibitors of L3MBTL1; Lethal(3)malignant brain tumor-like protein 1 (Homo sapiens), Q9Y468; Potency, µM (doses to about 57.1 µM), for the others: at the highest dose activity, negative = inhibition, hits mostly inhibitors; 230,000 compounds, 0.66% hits; AlphaScreen L3MBTL1–H3K9me1 peptide binding; also: nearly all actives have a fitted effect of over 60% in size
# Target sequence (Q9Y468 whole entry, looked up): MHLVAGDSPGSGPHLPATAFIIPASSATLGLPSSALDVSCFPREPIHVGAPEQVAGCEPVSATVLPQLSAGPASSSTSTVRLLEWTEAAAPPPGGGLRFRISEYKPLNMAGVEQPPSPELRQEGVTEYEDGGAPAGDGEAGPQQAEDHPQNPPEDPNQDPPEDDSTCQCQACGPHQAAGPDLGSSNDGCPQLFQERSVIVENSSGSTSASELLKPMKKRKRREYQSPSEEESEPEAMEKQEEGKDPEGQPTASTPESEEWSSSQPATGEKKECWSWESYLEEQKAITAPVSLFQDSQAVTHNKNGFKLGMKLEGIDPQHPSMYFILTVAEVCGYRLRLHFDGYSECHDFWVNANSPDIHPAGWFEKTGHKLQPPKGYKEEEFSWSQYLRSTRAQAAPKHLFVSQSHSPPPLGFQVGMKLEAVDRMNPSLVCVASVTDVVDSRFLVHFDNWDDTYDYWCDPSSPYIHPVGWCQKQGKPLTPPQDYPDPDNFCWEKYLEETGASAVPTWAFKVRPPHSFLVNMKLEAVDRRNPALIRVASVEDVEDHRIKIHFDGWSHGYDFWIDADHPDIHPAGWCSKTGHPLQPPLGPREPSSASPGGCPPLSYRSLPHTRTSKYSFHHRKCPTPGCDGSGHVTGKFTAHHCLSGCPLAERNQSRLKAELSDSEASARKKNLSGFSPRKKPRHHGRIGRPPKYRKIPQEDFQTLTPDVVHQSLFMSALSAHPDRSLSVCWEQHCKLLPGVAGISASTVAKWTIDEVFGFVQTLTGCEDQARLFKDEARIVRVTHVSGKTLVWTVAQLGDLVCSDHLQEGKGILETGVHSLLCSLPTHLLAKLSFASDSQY
#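 First, the protein-peptide complex forms for 30 min at room temperature (L3MBTL1 50 nM, biotinylated H3K9me1 peptide 75 nM). Next, compounds are pin-transferred and incubated 30 min. Finally, AlphaScreen beads are added and read after 30 min.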
# RECQ1 inh: qHTS Assay for Inhibitors of RecQ-Like Dna Helicase 1 (RECQ1); ATP-dependent DNA helicase Q1 (Homo sapiens), P46063; RECQ1 DNA unwinding, red fluorescence kinetic read; Potency, µM (highest dose often 57.3 µM), without a hit: at the highest dose activity, negative = inhibition, actives largely listed as inhibitors; 240,000 compounds, 0.54% hits; AID 2549, 2010;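 also: plate controls were vehicle for no effect and no enzyme for full effect; nearly all actives have a fitted effect of over 30% in size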
#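 50 nM RECQ1T1 preincubated 15 min with compound in Tris pH 8.0 buffer with MgCl2, DTT, Tween-20 and 2.5 ug/ml poly(dI-dC); started with 200 nM TAMRA/BHQ-2 forked duplex and 2 mM ATP. Unwinding read as fluorescence (525/598 nm), two reads 2 h apart.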
# TR SRC2 fluor cs: Total Fluorescence Counterscreen for Inhibitors of the Interaction of Thyroid Hormone Receptor and Steroid Receptor Coregulator 2. 280,000 compounds, 0.29% hits. Potency, µM (series often up to 106 µM), for the others: at the highest dose fluorescence change, negative = quenching. AID 1479, 2009. TRb/SRC2 Texas Red total fluorescence interference; active = well fitted curve in either direction with a large enough effect; inconclusive = small, poorly fitted or top-dose-only effect
#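 Flags fluorescent or light-absorbing compounds by total fluorescence, S + 2P, at 555 nm excitation and 632 nm emission. Mixture: 20 nM Texas Red SRC2 peptide, 0.6 uM human TRb LBD, 1 uM T3, 5% DMSO; compound exposure 5 h at ambient temperature.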
# GAA inhib: qHTS Assay for Inhibitors of Human alpha-Glucosidase as a Potential Chaperone Treatment of Pompe Disease; Lysosomal alpha-glucosidase (Homo sapiens), P10253; purified human GAA, 4-MU-alpha-glucoside fluorescence; Potency, µM (series often up to 76.9 µM), without a hit: at the top dose activity change, negative = inhibition, most hits filed as inhibitors; 200,000 compounds, 0.005% hits; AID 1466, 2008;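 also: plate controls were uninhibited enzyme wells for no effect and no-enzyme background for full effect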
#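 Read-out is 4-methylumbelliferone fluorescence (Ex 365/Em 440 nm) after NaOH/glycine stop at pH 10. Enzyme 4 nM, substrate 400 uM, pH 5.0 citrate buffer, 20 min room temperature; AC50 from Hill-equation concentration-response.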
# RGS12 GoLoco inh: qHTS Assay for Inhibitors of RGS12 GoLoco Motif Activity (Red Fluorophore); Gai1:RGS12 GoLoco peptide FP, rhodamine, 10 min; Guanine nucleotide-binding protein G(i) subunit alpha-1 (Homo sapiens), P63096; Potency, µM (top dose mostly 61.6 µM), for inactives: top-dose activity, negative = inhibition, actives largely listed as inhibitors; AID 880, 2007; 230,000 compounds, 0.44% hits; active = well fitted inhibition curve with a large enough effect, not every such curve was filed as active; inactive = no such curve, though single readings can be large or run the other way; also: nearly all actives have a fitted effect of over 30% in size; many of its hits are not listed in these tables
# TRb-SRC2 inh: qHTS for Inhibitors of the Interaction of Thyroid Hormone Receptor and Steroid Receptor Coregulator 2 | 280,000 compounds, 0.065% hits | Potency, µM (top dose mostly 106 µM), without a hit: top-dose activity change, negative = inhibition, most hits filed as inhibitors | TRbeta-SRC2 peptide binding, fluorescence polarization; receptor liganded with 1 µM T3 | Thyroid hormone receptor beta (Homo sapiens), P10828 | AID 1469, 2008;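 also: plate controls were bound peptide for no effect and peptide without receptor for full effect; nearly all actives have a fitted effect of over 50% in size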
#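 Compounds were added to 0.6 uM TRb ligand-binding domain and 20 nM Texas Red-labeled SRC2 peptide in Tris buffer containing 1 uM T3, incubated 5 hr at ambient temperature, then read by fluorescence polarization.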
# * marks the source's active call; other numbers are inactive results; i = inactive; ? = inconclusive; · = not tested or not shown; & = joins results of further samples; [ ] = another dose, or the depositor's remark. Unless noted, calls follow the shape of the dose curve; as a rule, active = well fitted curve in the direction sought with a large enough effect; inconclusive = small, poorly fitted or top-dose-only effect, or another doubt; inactive = no such curve, though single readings can be large; an effect the other way counts as inactive or inconclusive. Unless noted, % is scaled to controls: 0 for no effect and ±100 for the full control effect; potency is read from the fitted curve at half-maximal effect. This is a subset, so the mix of outcomes need not match the whole.
SMILES,aGlu spleen mod,GAA glycogen,L3MBTL1 inh,RECQ1 inh,TR SRC2 fluor cs,GAA inhib,RGS12 GoLoco inh,TRb-SRC2 inh
C=C(C)CN1CC[C@]23c4c5ccc(O)c4O[C@H]2c2[nH]c4ccccc4c2C[C@@]3(O)C1C5,2%,-24%,·,-21%,1%,0%[15.4 µM],8%,8%
Cn1cc(C(=O)N2CCOCC2)c2ccccc21,-2%,2%,18%,-4%,1%,-1%,13%,-2%
CCOC(=O)[C@]1(C#N)[C@@H]2C=CC(C(N)=O)=CN2[C@@H](C(N)=O)[C@@H]1c1ccc(F)cc1,-4%,-23%,-1%,-4%,2%,·,14%,-1%
CC(C)C(=O)NC(Oc1ccccc1Cl)C(Cl)(Cl)Cl (configuration not stated),-15%,6%,·,-3%,-4%,-5%,6%,4%
CC1(C)CN=C(Nc2ccc(F)c(F)c2)S1,-3%,-19%,·,-6%,0%,-2%,-8%,2%
CCOc1cc(C2NCc3ccccc3-n3cccc32)ccc1O (configuration not stated),1%,-16%,-8%,-1%,-4%,9%,-1%,4%
CCCc1[nH]nc2c1C(c1ccc(OC)c(Cn3nnc4ccccc43)c1)C(C#N)=C(N)O2 (configuration not stated),-13%,2%,·,0%,0%,?,8%,6%
CC(C)OC(=O)c1c(N)n(Cc2ccco2)c2nc3ccccc3nc12,-3%,-8%,8%,i,0%,5%,-8%,-9%
CCn1c(O)c(C=NCCN2CCOCC2)c(=O)[nH]c1=S,-4%,-3%,6%,-5%,1%,·,59%[activator],4%
C=CCN1C(=O)NC(=O)C(Cc2ccc(OC)c(OC)c2)C1=O (configuration not stated),13%,-14%,-15%,4%,-4%,-1%,-15%,-25%
O=c1[nH]c(=O)n(-c2cccc3ccccc23)c(O)c1/C=N/N1CCCCCC1,-15%,?,-1%,-7%,-2%,·,3%,-7%
CN(C)C(=O)Oc1ccc(Cl)c2ccccc12,-18%,-22%,·,7%,0%,-9%,-22%,2%
CC(C)OCCCNC(=O)c1c(N)n(CC2CCCO2)c2nc3ccccc3nc12 (configuration not stated),11%,-9%,-19%,-12%,-2%,?,14%,-19%
COc1cc2c(cc1OC)-c1c(OC)c(OC)c(C=O)c3c1[C@H](C2)N(C)CC3,-1%,·,·,-14%,8%,·,10%,-21%
Cc1cnc2c(C(=O)O)c(Cl)ccc2c1,5%,·,·,-7%,0%,·,·,-9%
Oc1ccc(Cl)cc1Cc1ccccc1,-15%,·,·,-6%,-7%[201 µM],·,-4%&10%,2%[201 µM]
O=C(c1ccc(Br)cc1)C12CN3CN(CN(C3)C1)C2,6%,4%,·,-6%,1%,9%,5%,5%
CC1CCCCN1Cc1c[nH]c2ccccc12 (configuration not stated),0%,-7%,-1%,3%,0%,·,9%,-3%
C[C@@H]1O[C@H](O[C@@H]2C=C3CC[C@H]4[C@@H](CC[C@]5(C)[C@@H](c6ccc(=O)oc6)CC[C@]45O)[C@@]3(C)CC2)[C@@H](O)[C@H](O)[C@@H]1O,-9%[29.1 µM],·,·,-7%[25.9 µM],-1%[53 µM],·,1%[21.6 µM],-2%[53 µM]
CN1C(=O)N(C)C(=O)C2(Cc3c(ccc4ccccc34)N(C)C2)C1=O,-7%,-14%,-5%,6%,-1%,1%,-11%,-13%
CO/C1=C\C(C)=C\[C@@H](C)[C@@H](O)[C@@H](C)C/C(C)=C/C=C\[C@H](OC)C([C@@H](C)[C@@H](O)[C@H](C)[C@@]2(O)C[C@@H](O)[C@H](C)C(C(C)C)O2)OC1=O (some centres not stated),-4%[3.15 µM],·,·,-5%[2.31 µM],-7%[2.82 µM],·,3%[0.551 µM],6%[2.82 µM]
COc1cccc(OCCNC(=O)c2cc([N+](=O)[O-])cc([N+](=O)[O-])c2)c1,5%,-17%,?,3%,-3%,-1%,3%,1%
OC[C@@H]1[C@@H](O)[C@H](O)[C@H]2[C@@H](O)CCN21,28µM*,·,·,i,?,·,·,-6%
O=C1NC(=O)c2c1c1c3ccccc3[nH]c1c1[nH]c3ccccc3c21,-5%,·,·,i,-16%,·,-28%,-20%
CC(C)Nc1nc(Cl)nc(NC(C)C)n1,1%&-12%,8%,0%,-17%&5%,1%[201 µM],?,-1%&3%,0%[201 µM]
# New compounds follow:
SMILES,aGlu spleen mod,GAA glycogen,L3MBTL1 inh,RECQ1 inh,TR SRC2 fluor cs,GAA inhib,RGS12 GoLoco inh,TRb-SRC2 inh
O=c1[nH]c(=O)n(CCc2ccc(F)cc2)c(O)c1C=NCCCN1CCOCC1,-6%,2%,3%,-4%,0%,2%,4%,2%
OC1/C(=C/c2ccc(Cl)cc2Cl)N2CCC1CC2 (configuration not stated),-2%,6%,·,-13%,3%,2%,-1%,1%
NC(=O)COc1c(F)cc(SCCNS(=O)(=O)c2ccccc2)cc1F,3%&-2%,·,·,-14%&-9%,2%&-2%,·,9%,-6%&-3%
N[C@H](C(=O)O)c1cc(=O)[nH]o1,1%,·,·,-10%,-1%,·,3%,5%
Cc1cc(C)n2nc(SCC(=O)N3CCC4(CC3)OCCO4)nc2n1,-1%,-3%,2%,-2%,-1%,0%,-4%,3%
O[C@H]1[C@H](O)[C@@H](O)CN2CC[C@H](O)[C@H]12,1.3µM*,2µM*,-2%,-2%&-10%&-9%,0%&2%&-2%,11µM*,4%&13%&-4%,-6%&-1%&4%
COc1cc2[nH]c(=O)n(-c3ccccc3)c(=O)c2cc1OC,-1%,7%,·,3%,-1%,10%,1%,-1%
CC(C)CCC1(CN2CCCC2=O)C(=O)NC(=O)NC1=O,6%,3%,1%,i,-3%,2%,10%,2%
OCCN1CCN(CCCN2c3ccccc3Sc3ccc(C(F)(F)F)cc32)CC1,9%,?,-6%,?,-1%,5%[15.4 µM],9%,1%
ClC=C(Cl)Cl,0%,·,·,10%,-4%[201 µM],·,8%,2%[201 µM]
CC(C)CCC1(CCc2ccncc2)C(=O)NC(=O)NC1=O,-7%,-3%,5%,2%,2%,5%,3%,13%
Cc1nn(Cc2ccccc2)c(C)c1C(=O)OCC(=O)NC1CCS(=O)(=O)C1 (configuration not stated),7%,-1%,14%,2%,1%,-4%,8%,-1%
OC1(CN2CCOCC2)C2CC3CC(C2)CC1C3 (configuration not stated),3%,4%,·,-2%,3%,7%,5%,1%
Cc1ccc(C(=O)N/C(=C\Cl)P(=O)(c2ccccc2)c2ccccc2)cc1,-4%,12%,7%,-4%,1%,-6%,-14%,1%
CC(=O)OC1N=C(c2ccccc2)c2cc(Br)ccc2NC1=O (configuration not stated),-10%,-4%,-1%,-7%,1%,2%,17%,-4%
CN(C)c1ccc(P(=S)(N(C)C)N(C)C)cc1,10%,8%,16%,0%,1%,?,3%,-20%
CCCCCn1c(=O)c(C(=O)Nc2nc3ccccc3[nH]2)c(O)c2ccccc21,4%,14%,-7%,i,-3%,·,8%,-8%
Cc1ccc(OP(=O)(Oc2ccc(C)cc2)Oc2ccc(C)cc2)cc1,-3%,·,·,-1%,0%[201 µM],·,13%,8%[201 µM]
Brc1ccccc1,1%&0%,-9%,·,-4%,3%[201 µM],·,11%&0%,7%[201 µM]
N[C@@]1(C(=O)O)CC[C@@H](C(=O)O)C1,-5%,·,0%,-11%,-7%,·,7%,2%
CC(C(=O)c1ccccc1)N1C(=O)c2ccccc2C1=O (configuration not stated),5%,13%,-12%,-1%,0%[53 µM],5%,-4%,-1%[53 µM]
CC(=O)c1ccccc1NC(=O)C1C2CCC(O2)C1C(=O)O (configuration not stated),-1%,·,·,-13%,1%,-3%,8%,-7%
Cc1cc(/C=C2\C(=O)NC(=O)N(c3ccc(Cl)cc3)C2=O)c(C)n1C,1%,2%,-5%,i,-1%,7%,114%[activator],-3%
C=C(C)Cn1c(-c2cccc([N+](=O)[O-])c2)n[nH]c1=S,-7%,?,·,i,-2%,8%,4%,-1%
O=C(c1cccn2c(=O)c3ccccc3nc12)N1CCC2(CC1)OCCO2,5%,5%,11%,i,1%,?,7%,-26%
CC(C)Oc1cccc(C(=O)C2CCCN(C3CCOCC3)C2)c1 (configuration not stated),7%,-4%,-1%,-10%,-1%[53 µM],11%,9%,-3%[53 µM]
COCCOC(=O)c1c(C)n(C)c2ccc(OC(=O)N(C)C)cc12,0%,-12%,·,i,2%,-5%,8%,-11%
COc1cc(C=C(C#N)C#N)cc(O)c1O,0%,·,·,i,-6%,·,17%,-3%
CC1=C2C3OC(=O)[C@H](C)[C@H]3CC[C@@]2(C)C=CC1=O (some centres not stated),7%,·,·,1%,0%,·,-1%,-4%
C[C@](N)(CCP(=O)(O)O)C(=O)O,-4%&4%,·,2%,-2%,-2%&-2%,·,113%&0%[activator],5%&3%

# Profiles, looked up by structure. Screens in order: aGlu spleen mod	GAA glycogen	L3MBTL1 inh	RECQ1 inh	TR SRC2 fluor cs	GAA inhib	RGS12 GoLoco inh	TRb-SRC2 inh
# Entry for CC(C)CCC1(CN2CCCC2=O)C(=O)NC(=O)NC1=O = 6%	3%	1%	i	-3%	2%	10%	2%
# Entry for CC(C(=O)c1ccccc1)N1C(=O)c2ccccc2C1=O (configuration not stated) = 5%	13%	-12%	-1%	0%[53 µM]	5%	-4%	-1%[53 µM]
# Entry for ClC=C(Cl)Cl = 0%	·	·	10%	-4%[201 µM]	·	8%	2%[201 µM]
# Entry for N[C@@]1(C(=O)O)CC[C@@H](C(=O)O)C1 = -5%	·	0%	-11%	-7%	·	7%	2%
